TDP1 inh = qHTS Assay for Inhibitors of Tyrosyl-DNA Phosphodiesterase (TDP1). actives 0.28% (n = 350,000). AID 485290, 2010. recombinant TDP1, AlphaScreen DNA substrate cleavage. Potency, µM (titrated, usually from 130 µM), for inactives: top-dose activity change, negative = inhibition, most hits filed as inhibitors; note: nearly all actives have a fitted effect of over 40% in size
Target sequence (Q9NUW8 whole entry, looked up): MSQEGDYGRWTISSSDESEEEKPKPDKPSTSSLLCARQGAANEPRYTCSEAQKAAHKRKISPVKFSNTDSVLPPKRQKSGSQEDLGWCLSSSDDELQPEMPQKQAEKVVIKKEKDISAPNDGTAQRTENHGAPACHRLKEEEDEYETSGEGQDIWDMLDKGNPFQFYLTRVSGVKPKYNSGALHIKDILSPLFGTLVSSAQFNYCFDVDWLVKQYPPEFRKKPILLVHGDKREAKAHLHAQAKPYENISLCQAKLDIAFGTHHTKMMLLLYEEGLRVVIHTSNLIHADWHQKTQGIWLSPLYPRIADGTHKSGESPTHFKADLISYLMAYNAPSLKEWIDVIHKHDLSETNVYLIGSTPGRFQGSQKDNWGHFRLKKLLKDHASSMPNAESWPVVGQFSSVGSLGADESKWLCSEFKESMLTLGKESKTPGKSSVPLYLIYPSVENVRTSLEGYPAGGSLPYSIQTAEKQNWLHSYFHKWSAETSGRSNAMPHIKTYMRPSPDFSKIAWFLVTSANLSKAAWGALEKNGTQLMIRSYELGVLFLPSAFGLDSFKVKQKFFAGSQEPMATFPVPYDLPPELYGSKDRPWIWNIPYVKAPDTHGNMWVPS
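Steps: enzyme plus compound, 15 min RT; add biotin/phosphotyrosine-FITC oligonucleotide (15 nM final), react 5 min; add donor/acceptor beads (10 ug/ml final), 10 min; read AlphaScreen. Tdp1 at 1 nM final.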
TDP1 cell noCPT = qHTS for Inhibitors of human tyrosyl-DNA phosphodiesterase 1 (TDP1): qHTS in cells in absence of CPT; DT40 Tdp1-/- hTDP1 cells, no CPT, ATP luminescence, 48 h; Potency, µM (highest dose often 46.2 µM), for the others: at the top dose activity change, negative = growth inhibition, hits mostly inhibitors; actives 15% (n = 420,000); note: nearly all actives have a fitted effect of over 55% in size
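No-CPT arm: Tdp1-/-;hTDP1 DT40 cells (400/well) plus compounds, incubated ≥48 hr at 37 °C. Readout CellTiter-Glo luminescence.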
DT40 TDP1 CPT = qHTS for Inhibitors of human tyrosyl-DNA phosphodiesterase 1 (TDP1): qHTS in cells in presence of CPT; chicken DT40 Tdp1-/-;hTDP1 cells + 20 nM CPT, ATP luminescence, 48 h; Potency, µM (top dose mostly 46.2 µM), for inactives: at the top dose activity change, negative = growth inhibition, hits mostly inhibitors; actives 12% (n = 420,000); AID 686979, 2013; note: nearly all actives have a fitted effect of over 55% in size
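Chicken DT40 Tdp1-/- cells complemented with human TDP1, 400 cells/well, exposed to compounds plus 20 nM camptothecin for at least 48 h at 37 C; viability read as ATP content by CellTiter-Glo luminescence.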
The depositor's hits bear a star; ? = inconclusive; . = not tested or not shown. Calls come from the whole dose curve; as a rule, active = well fitted curve in the direction sought with a large enough effect; inconclusive = small, poorly fitted or top-dose-only effect, or another doubt; inactive = no such curve, though single readings can be large; an effect the other way counts as inactive or inconclusive. % is set by controls: 0 for no effect and ±100 for the full control effect; potency is the fitted concentration of half-maximal effect.

1. O=C(Cc1ccccc1)Nc1ccc(N2CCCCC2)cc1
  TDP1 inh = 1%
  TDP1 cell noCPT = 18%
  DT40 TDP1 CPT = ?
2. CN1CCN(C(=O)C2=C[C@H](C(C)(C)C)C[C@H](OCCCCO)O2)CC1
  TDP1 inh = 0%
  TDP1 cell noCPT = 0%
  DT40 TDP1 CPT = 7%
3. Cc1cccn2c(=O)nc(SCC(=O)N3CCC(C)CC3)nc12
  TDP1 inh = .
  TDP1 cell noCPT = -27%
  DT40 TDP1 CPT = -10%
4. CCc1ccc(-c2cnc3nc[nH]c(=O)c3n2)cc1
  TDP1 inh = .
  TDP1 cell noCPT = ?
  DT40 TDP1 CPT = 1%
5. CCCCNC(=O)c1ccc(S(=O)(=O)c2ccc(Cl)cc2)c(NC(C)=O)c1
  TDP1 inh = 0%
  TDP1 cell noCPT = -8%
  DT40 TDP1 CPT = -16%
6. Cc1ccc(S(=O)(=O)NCCC(=O)NNC(=O)COc2ccccc2Cl)cc1C
  TDP1 inh = 0%
  TDP1 cell noCPT = ?
  DT40 TDP1 CPT = -16%
7. O=C1C(=O)N(C2CCS(=O)(=O)C2)C(c2cccc(O)c2)/C1=C(/O)c1ccc(Cl)cc1 (stereo not given)
  TDP1 inh = 5%
  TDP1 cell noCPT = 26%
  DT40 TDP1 CPT = -2%
8. COc1cc(/C=N/NC(=O)c2cccnc2)ccc1OCC(=O)Nc1ccc(C)cc1
  TDP1 inh = ?
  TDP1 cell noCPT = -23%
  DT40 TDP1 CPT = 19%
9. CC(Oc1ccc(Br)cc1Br)C(=O)Nc1cccnc1Cl (stereo not given)
  TDP1 inh = -4%
  TDP1 cell noCPT = -3%
  DT40 TDP1 CPT = 1%
10. Cc1cn(C(=O)CN2C(=O)c3ccccc3C2=O)c(C)n1
  TDP1 inh = 2%
  TDP1 cell noCPT = -2%
  DT40 TDP1 CPT = -3%
11. Cc1nn(C)c(C)c1S(=O)(=O)N(CC(=O)NCCCOC(C)C)c1ccc(C(C)C)cc1
  TDP1 inh = 5%
  TDP1 cell noCPT = ?
  DT40 TDP1 CPT = -17%
12. C=CCn1c(SCc2ccc(C(=O)Nc3ccccc3)cc2)nnc1-c1ccccc1
  TDP1 inh = 8%
  TDP1 cell noCPT = ?
  DT40 TDP1 CPT = 18µM*
13. C/C(=C\c1ccco1)CN1CCN(Cc2ccc(C)o2)C(CCO)C1 (stereo not given)
  TDP1 inh = -3%
  TDP1 cell noCPT = -23%
  DT40 TDP1 CPT = -13%
14. NC(=O)c1nn(-c2ccc(Cl)cc2Cl)c(=O)cc1O
  TDP1 inh = -12%
  TDP1 cell noCPT = 3%
  DT40 TDP1 CPT = -5%
15. CCN(Cc1ccncc1)C(=O)c1ccccc1NS(=O)(=O)c1ccc(F)cc1
  TDP1 inh = 0%
  TDP1 cell noCPT = -9%
  DT40 TDP1 CPT = 11%
16. Cc1ccc2n(n1)c(=O)c(Cc1ccccc1)c([O-])[n+]2-c1ccccc1
  TDP1 inh = 7%
  TDP1 cell noCPT = 0%
  DT40 TDP1 CPT = -22%
17. CN1C(c2ccccc2)CCOS1(=O)=O (stereo not given)
  TDP1 inh = .
  TDP1 cell noCPT = ?
  DT40 TDP1 CPT = ?
18. CCOC(=O)c1sc2ccccc2c1S(=O)(=O)N1CCN(c2cc(C)ccc2C)CC1
  TDP1 inh = 1%
  TDP1 cell noCPT = ?
  DT40 TDP1 CPT = ?
19. O=C(NCc1ccco1)C1CC(c2ccc(F)cc2)=NO1 (stereo not given)
  TDP1 inh = 5%
  TDP1 cell noCPT = -5%
  DT40 TDP1 CPT = 1%
20. Cc1cc2oc(C(=O)Nc3ccc(S(=O)(=O)N(C)c4ccccc4)cc3)cc(=O)c2cc1C
  TDP1 inh = 0%
  TDP1 cell noCPT = -3%
  DT40 TDP1 CPT = -14%
21. COc1ccc(CCNc2nc(Cl)nc(NC(C)(C)CO)n2)cc1OC
  TDP1 inh = 2%
  TDP1 cell noCPT = ?
  DT40 TDP1 CPT = ?
22. Cc1cc2ccccc2nc1SCC(=O)N1CCCC1
  TDP1 inh = 4%
  TDP1 cell noCPT = -26%
  DT40 TDP1 CPT = -14%
23. CCc1ccc(C2C3=C(CCCC3=O)OC3=C2C(=O)CCC3)cc1
  TDP1 inh = 0%
  TDP1 cell noCPT = 3%
  DT40 TDP1 CPT = -15%
24. Cc1ccccc1-c1ccc(=O)n(CC(=O)Nc2ccc(-n3cnnn3)cc2)n1
  TDP1 inh = .
  TDP1 cell noCPT = 5%
  DT40 TDP1 CPT = 8%
25. O=C(O)c1ccc(CN2CCCCC2)o1
  TDP1 inh = -6%
  TDP1 cell noCPT = 0%
  DT40 TDP1 CPT = 1%

26. O=C1c2ccccc2C(Nc2cccnc2)N1Cc1ccc2c(c1)OCO2 (stereo not given)
  TDP1 inh = 3%
  TDP1 cell noCPT = -10%
  DT40 TDP1 CPT = 1%
27. Cc1ccc(C)c2c1cc(C)c1nnc(SCC(=O)NCc3ccc4c(c3)OCO4)n12
  TDP1 inh = 2%
  TDP1 cell noCPT = ?
  DT40 TDP1 CPT = ?
28. CCn1cc(/C=C(\NC(=O)c2ccccc2F)C(=O)NCCN2CCOCC2)c2ccccc21
  TDP1 inh = 5%
  TDP1 cell noCPT = 19%
  DT40 TDP1 CPT = -2%
29. Cc1ccc(C(O)c2nccn2C)o1 (stereo not given)
  TDP1 inh = 4%
  TDP1 cell noCPT = -1%
  DT40 TDP1 CPT = -4%
30. CC[C@@]1(C(=O)OC)N[C@H](CN(C)S(=O)(=O)c2ccc(OC(F)(F)F)cc2)[C@@H]2C(=O)N(C)C(=O)[C@@H]21
  TDP1 inh = -1%
  TDP1 cell noCPT = -1%
  DT40 TDP1 CPT = -29%
31. Nc1o[nH]c(=O)c1Cc1ccccc1
  TDP1 inh = .
  TDP1 cell noCPT = -6%
  DT40 TDP1 CPT = -7%
32. Cc1cc2nc(-c3ccco3)c(CC(C)(C)C)n2c(C)c1Br
  TDP1 inh = .
  TDP1 cell noCPT = 23µM*
  DT40 TDP1 CPT = 23µM*
33. COc1ccc(NC(=O)C2(C)CCN2Cc2ccccc2Cl)cc1OC (stereo not given)
  TDP1 inh = .
  TDP1 cell noCPT = 8.2µM*
  DT40 TDP1 CPT = 9.2µM*
34. CCOC(=O)c1c(C)[nH]c(CCC(=O)Nc2cc(Cl)ccc2OC)c1C
  TDP1 inh = 0%
  TDP1 cell noCPT = 21µM*
  DT40 TDP1 CPT = 18µM*
35. O=C(CNc1ccc(Br)cc1)NNC1=NCCC1
  TDP1 inh = 0%
  TDP1 cell noCPT = 3%
  DT40 TDP1 CPT = 0%
36. COc1cccc(C(C(=O)NCc2ccccc2)N(C(=O)Cn2nnc3ccccc32)c2cccc(C(C)=O)c2)c1 (stereo not given)
  TDP1 inh = 11%
  TDP1 cell noCPT = -27%
  DT40 TDP1 CPT = -26%
37. CC(C)(C)NC(=O)c1ccc2c(c1)N(CC(=O)NC1CCCC1)C(=O)C(C)(C)O2
  TDP1 inh = 7%
  TDP1 cell noCPT = 1%
  DT40 TDP1 CPT = 2%
38. Cc1ccc(NC(=S)NC(=O)c2cncc(Br)c2)cc1Cl
  TDP1 inh = .
  TDP1 cell noCPT = ?
  DT40 TDP1 CPT = ?
39. Nc1c(-c2ccccc2)c(CSc2nc3ccccc3[nH]2)nn1-c1cccc(Cl)c1
  TDP1 inh = 6%
  TDP1 cell noCPT = ?
  DT40 TDP1 CPT = ?
40. Cc1cccc(NC(=O)CSc2nnc(-c3ccncc3)n2C)c1
  TDP1 inh = 4%
  TDP1 cell noCPT = -2%
  DT40 TDP1 CPT = -3%
41. COc1c(C)cc(C(=O)C2CCCN(C(=O)c3ccoc3)C2)cc1C (stereo not given)
  TDP1 inh = 5%
  TDP1 cell noCPT = ?
  DT40 TDP1 CPT = -2%
42. CN(C(=O)c1cc2c(=O)n3ccccc3nc2s1)C1CCCCC1
  TDP1 inh = .
  TDP1 cell noCPT = ?
  DT40 TDP1 CPT = ?
43. COC(=O)Cn1c(C(=O)N(C)C)cc2c1C[C@H]1CN(C(=O)c3ccccc3)[C@@](Cc3ccc(F)cc3)(C(=O)OC)[C@@H]21
  TDP1 inh = 9%
  TDP1 cell noCPT = ?
  DT40 TDP1 CPT = ?
44. CC(CNc1ccc(Cl)cc1)(CNc1ccc(Cl)cc1)[N+](=O)[O-]
  TDP1 inh = .
  TDP1 cell noCPT = ?
  DT40 TDP1 CPT = ?
45. CCOC(=O)CC(=O)Nc1nc2ccccc2s1
  TDP1 inh = 6%
  TDP1 cell noCPT = -14%
  DT40 TDP1 CPT = 26%
46. COC(=O)C1=C(C)N(c2ccc(OC)c(OC)c2)C(=O)/C1=C\c1cccs1
  TDP1 inh = -3%
  TDP1 cell noCPT = -16%
  DT40 TDP1 CPT = -13%
47. Cc1nc(SCC(=O)Nc2c(C)n(C)n(-c3ccccc3)c2=O)nc(C)c1C
  TDP1 inh = 1%
  TDP1 cell noCPT = 4%
  DT40 TDP1 CPT = -14%
48. CCCCn1nc2cc(C(=O)NCCc3ccc(C)cc3)ccc2c1OCC
  TDP1 inh = 3%
  TDP1 cell noCPT = -18%
  DT40 TDP1 CPT = 10%
49. Cc1ccc(-c2cc(C(=O)N3CCCC3)no2)cc1
  TDP1 inh = 7%
  TDP1 cell noCPT = 0%
  DT40 TDP1 CPT = 3%
50. O=C(CC1S/C(=N/N=C/c2cccs2)NC1=O)Nc1ccc(Cl)cc1 (stereo not given)
  TDP1 inh = 2%
  TDP1 cell noCPT = -2%
  DT40 TDP1 CPT = -14%

Part of the list above, tab-delimited.
no.	SMILES	TDP1 inh	TDP1 cell noCPT	DT40 TDP1 CPT
27	Cc1ccc(C)c2c1cc(C)c1nnc(SCC(=O)NCc3ccc4c(c3)OCO4)n12	2%	?	?
28	CCn1cc(/C=C(\NC(=O)c2ccccc2F)C(=O)NCCN2CCOCC2)c2ccccc21	5%	19%	-2%
29	Cc1ccc(C(O)c2nccn2C)o1 (stereo not given)	4%	-1%	-4%
30	CC[C@@]1(C(=O)OC)N[C@H](CN(C)S(=O)(=O)c2ccc(OC(F)(F)F)cc2)[C@@H]2C(=O)N(C)C(=O)[C@@H]21	-1%	-1%	-29%
31	Nc1o[nH]c(=O)c1Cc1ccccc1	.	-6%	-7%
32	Cc1cc2nc(-c3ccco3)c(CC(C)(C)C)n2c(C)c1Br	.	23µM*	23µM*
33	COc1ccc(NC(=O)C2(C)CCN2Cc2ccccc2Cl)cc1OC (stereo not given)	.	8.2µM*	9.2µM*
34	CCOC(=O)c1c(C)[nH]c(CCC(=O)Nc2cc(Cl)ccc2OC)c1C	0%	21µM*	18µM*
35	O=C(CNc1ccc(Br)cc1)NNC1=NCCC1	0%	3%	0%
36	COc1cccc(C(C(=O)NCc2ccccc2)N(C(=O)Cn2nnc3ccccc32)c2cccc(C(C)=O)c2)c1 (stereo not given)	11%	-27%	-26%
37	CC(C)(C)NC(=O)c1ccc2c(c1)N(CC(=O)NC1CCCC1)C(=O)C(C)(C)O2	7%	1%	2%
38	Cc1ccc(NC(=S)NC(=O)c2cncc(Br)c2)cc1Cl	.	?	?
39	Nc1c(-c2ccccc2)c(CSc2nc3ccccc3[nH]2)nn1-c1cccc(Cl)c1	6%	?	?
40	Cc1cccc(NC(=O)CSc2nnc(-c3ccncc3)n2C)c1	4%	-2%	-3%
41	COc1c(C)cc(C(=O)C2CCCN(C(=O)c3ccoc3)C2)cc1C (stereo not given)	5%	?	-2%
42	CN(C(=O)c1cc2c(=O)n3ccccc3nc2s1)C1CCCCC1	.	?	?
43	COC(=O)Cn1c(C(=O)N(C)C)cc2c1C[C@H]1CN(C(=O)c3ccccc3)[C@@](Cc3ccc(F)cc3)(C(=O)OC)[C@@H]21	9%	?	?
44	CC(CNc1ccc(Cl)cc1)(CNc1ccc(Cl)cc1)[N+](=O)[O-]	.	?	?

Continued.
51. CC(C)(C)c1ccc(C(=O)NNC(=O)c2cccc(-n3cnnn3)c2)cc1
  TDP1 inh = .
  TDP1 cell noCPT = -6%
  DT40 TDP1 CPT = -19%
52. Cc1ccc2c(CN3CCN(S(=O)(=O)c4ccc5c(c4)OCCO5)CC3)cc(=O)oc2c1C
  TDP1 inh = -3%
  TDP1 cell noCPT = ?
  DT40 TDP1 CPT = ?
53. CCOC(=O)c1ccccc1NC(=O)c1ccccc1NS(C)(=O)=O
  TDP1 inh = 5%
  TDP1 cell noCPT = ?
  DT40 TDP1 CPT = ?
54. CC1CCC2(CC1)NC(=O)N(Cc1nc(-c3ccccc3)no1)C2=O (stereo not given)
  TDP1 inh = 8%
  TDP1 cell noCPT = ?
  DT40 TDP1 CPT = -18%
55. Cc1cccc(C(=O)O[C@H]2[C@H](Cc3ccccc3)NS(=O)(=O)[C@H]3CC4C=C[C@]23O4)c1
  TDP1 inh = 1%
  TDP1 cell noCPT = ?
  DT40 TDP1 CPT = ?
